RPL19A-GFP yeast: modulators of TOR pathway RPL19A-GFP in S. cerevisiae; hit rate 0.3% among 330,000; AID 2025; percent response vs DMSO, % at 10 µM; S. cerevisiae RPL19A-GFP strain, flow cytometry, 3 h; active compounds read low;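 active = percent response vs DMSO below 50%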;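 note: median channel GFP fluorescence of the barcoded RPL19A-GFP strain; ratio of sample median GFP to plate DMSO average so 100% = DMSO; lower means less RPL19A-GFP as with rapamycin TOR inhibition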
CIT2 TOR yeast: alters CIT2-GFP fluorescence in TOR pathway yeast screen; AID 2029; GFP response vs DMSO, % at 10 µM; hit rate 0.065% among 320,000; S. cerevisiae CIT2-GFP strain, flow cytometry, 3 h; 100 means same as DMSO wells;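 active = GFP response relative to DMSO above a set limit, near the screen mean plus 3 SD, cut at about 150% in these data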;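 note: ratio of well median GFP fluorescence to mean of DMSO wells on the plate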
procasp7 counter: activates human procaspase-7, counter-screen for procaspase-3 activators. P55210. recombinant procaspase-7, Ac-DEVD-pNA absorbance 405 nm; D23A/D198A/D206A triple mutant, cannot self-cleave; scale: DMSO 0, 5 µM enzyme 100. activation, % at 8.5 µM. hit rate 0.093% among 330,000. AID 463210;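 active = percent activation above the screen-wide mean plus 3 SD, cut at about 25% in these data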
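Detection: p-Nitroaniline absorbance at 405 nm, read at 0 and 120 min; system: Uncleavable procaspase-7 mutant enzyme; evaluation: % activation from two-timepoint absorbance difference, scaled to controls; times: 1 h enzyme–compound preincubation and 2 h substrate reaction, both 25 °C; buffer or medium: Zinc-free HEPES pH 7.4 with 300 mM NaCl, 0.01% Triton X-100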
MEP2-GFP yeast: yeast TOR pathway MEP2-GFP modulation; S. cerevisiae MEP2-GFP strain, flow cytometry GFP, 3 h; 100% = DMSO control level; hit rate 0.51% among 330,000; GFP response vs DMSO, % at 10 µM;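 active = GFP response versus DMSO above a set limit, roughly screen mean plus 3 SD, cut at about 180% in these data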;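 note: median GFP fluorescence of the barcode-gated MEP2-GFP cells per well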
AHR activator: activators of human aryl hydrocarbon receptor; P35869; AHR-responsive luciferase reporter cells, luminescence; hit rate 2.5% among 320,000; activation, % at 5 µM; in the data active = activation above about 47%;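 note: 0% = vehicle wells and 100% = reference agonist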
Target sequence (P35869 whole entry, looked up): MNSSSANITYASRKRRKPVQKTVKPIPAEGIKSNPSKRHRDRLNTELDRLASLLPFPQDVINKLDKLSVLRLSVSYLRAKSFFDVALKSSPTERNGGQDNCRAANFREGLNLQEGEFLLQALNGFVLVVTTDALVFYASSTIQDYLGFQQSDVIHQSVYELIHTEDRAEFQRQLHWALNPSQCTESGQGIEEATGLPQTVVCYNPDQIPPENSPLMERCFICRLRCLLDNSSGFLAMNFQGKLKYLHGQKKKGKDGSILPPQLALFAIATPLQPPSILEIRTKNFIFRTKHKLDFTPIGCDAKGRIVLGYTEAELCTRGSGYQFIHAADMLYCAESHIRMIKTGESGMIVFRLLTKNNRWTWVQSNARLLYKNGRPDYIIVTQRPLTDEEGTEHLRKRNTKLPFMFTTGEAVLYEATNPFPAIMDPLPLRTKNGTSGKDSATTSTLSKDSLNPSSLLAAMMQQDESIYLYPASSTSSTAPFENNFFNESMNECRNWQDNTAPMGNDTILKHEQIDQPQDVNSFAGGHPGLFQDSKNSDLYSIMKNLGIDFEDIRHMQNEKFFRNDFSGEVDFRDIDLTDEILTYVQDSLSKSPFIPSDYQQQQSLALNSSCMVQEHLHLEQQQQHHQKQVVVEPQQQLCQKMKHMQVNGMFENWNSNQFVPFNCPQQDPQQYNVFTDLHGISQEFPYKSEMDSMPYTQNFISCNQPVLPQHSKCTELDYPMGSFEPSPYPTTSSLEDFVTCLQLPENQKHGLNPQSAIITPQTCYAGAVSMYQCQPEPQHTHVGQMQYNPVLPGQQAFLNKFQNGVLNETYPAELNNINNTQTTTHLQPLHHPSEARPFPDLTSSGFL
procasp3 activ: activates human procaspase-3 | recombinant procaspase-3 D3A, Ac-DEVD-pNA absorbance 405 nm | activation, % at 8.5 µM | hit rate 0.11% among 330,000 | AID 463141;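 active = activation above the mean of all tested compounds plus 3 SD, cut at about 21% in these data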;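 note: 0% = DMSO alone and 100% = DMSO wells spiked with extra 5 µM PC-3 D3A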
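Assay system: Autoprocessing-dead procaspase-3 D3A mutant enzyme; also added: Ac-DEVD-pNA; doses: one concentration, 8.5 µM nominal, 0.8% DMSO; times: 1 h compound preincubation, 2 h substrate hydrolysis at 25 °C; technique: 405 nm absorbance of p-nitroaniline, reads at 0 and 120 min; measure: % activation between DMSO and enzyme-spiked controls; repeats: single replicate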
LAP4-GFP MLPCN: modulators of TOR pathway LAP4-GFP in S. cerevisiae; GFP response vs DMSO, % at 10 µM; AID 2023; hit rate 0.34% among 320,000; S. cerevisiae LAP4-GFP multiplex, flow cytometry GFP, 3 h; median GFP as percent of DMSO wells;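 active = GFP response vs DMSO above a set limit, about the screen mean plus 3 SD, cut at about 150% in these data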
AGP1 TOR yeast: modulators of TOR pathway AGP1-GFP in S. cerevisiae; S. cerevisiae AGP1-GFP multiplex flow cytometry, 3 h; GFP as percent of DMSO wells; GFP response vs DMSO, % at 10 µM; hit rate 0.02% among 320,000; AID 2066;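 active = GFP response relative to DMSO above a set limit, near screen average plus 3 SD, cut at about 150% in these data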;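 note: median GFP channel fluorescence of the gated AGP1 strain per well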
* = called active by the depositor; . = no result given; [ ] = another dose, or the depositor's remark.

Structure	RPL19A-GFP yeast	CIT2 TOR yeast	procasp7 counter	MEP2-GFP yeast	AHR activator	procasp3 activ	LAP4-GFP MLPCN	AGP1 TOR yeast
Cc1cc[n+](CC(=O)c2cc3ccccc3oc2=O)cc1	98	87	0	97	14	-17	93	87
CSc1ccccc1C(=O)NC1CCCN(c2ccc(C(F)(F)F)cn2)C1 (stereo not drawn)	93	95	11	89	0	3	99	99
COc1ccc2nc(NCc3cccnc3)sc2c1	103	108	-5	113	26	-2	102	107
Cc1ccc(/C=N/NC(=O)CNC(=O)c2ccc(S(=O)(=O)N(C)C)cc2)cc1	107	107	-1	105	1	-7	97	100
O=C(CCc1ccccc1)NN1C(=O)C2C3C=CC(C3)C2C1=O (stereo not drawn)	105	107	8	104	1	12	113	112
CCOc1ccc(CC2c3cc(OCC)c(OCC)cc3CCN2C(=O)CN2CCN(C)CC2)cc1OCC (stereo not drawn)	101	106	5	114	-3	8	112	92
COc1cc(C(=O)NCC2CCCO2)cc(Br)c1OCc1ccccc1 (stereo not drawn)	97	89	15	89	1	1	90	95
O=C(O)c1cc2n(n1)C(C(F)(F)F)CC(c1ccccc1)N2 (stereo not drawn)	98	104	0	100	-1	-3	100	100

(list continues)
Structure	RPL19A-GFP yeast	CIT2 TOR yeast	procasp7 counter	MEP2-GFP yeast	AHR activator	procasp3 activ	LAP4-GFP MLPCN	AGP1 TOR yeast
CCCCc1[nH]nc2c1C1(C(=O)N(CC)c3ccccc31)C(C#N)=C(N)O2 (stereo not drawn)	102	95	4	104	0	7	102	104
NN=C(c1cccc([N+](=O)[O-])c1)c1cccc([N+](=O)[O-])c1	98	98	5	103	3	-7	115	110
CC1(C)CC(=O)C=C(c2cccnc2)C1	101	92	-2	104	-2	-2	96	104
COc1ccc(N=C2S/C(=C\c3cccs3)C(=O)N2CC(C)C)cc1	94	102	4	105	-1	1	104	99
CNC(=O)C(=O)NCC1OCCCN1S(=O)(=O)c1ccc(F)cc1C (stereo not drawn)	103	103	2	105	-1	2	100	99
CC(C)Cn1c(N)c(C(=O)CSc2nccn2C)c(=O)n(C)c1=O	94	91	-2	94	37	-2	103	99
Cc1sc2nc(C)n(/N=C/c3ccccc3)c(=O)c2c1C	96	97	8	98	-4	5	96	94
Cc1nc(C(=O)NNC(=O)Nc2ccc(Cl)cc2)cs1	102	96	6	102	2	4	107	99

Next part:
Structure	RPL19A-GFP yeast	CIT2 TOR yeast	procasp7 counter	MEP2-GFP yeast	AHR activator	procasp3 activ	LAP4-GFP MLPCN	AGP1 TOR yeast
CCOC(=O)Nc1ccc2c(CNC(C)c3ccccc3OC)cc(=O)oc2c1 (stereo not drawn)	99	98	3	104	2	4	90	97
O=C1c2cccnc2Oc2ccc(Cl)cc2N1Cc1ccc(F)cc1	96	90	-6	93	3	-1	100	91
COc1ccc(S(=O)(=O)Nc2cc3c4c(c2)CC(=O)N4CCC3)cc1	91	94	-1	96	8	7	88	92
Cc1nc(=O)c(-c2ccccc2)c(C)n1-c1ccccc1Cl	94	95	12	92	2	-6	100	102
O=C(O)c1ccc(-c2cccc(Cl)c2)o1	96	101	-5	103	0	3	106	95
CCC(C)(C)n1nnnc1C(c1ccccc1OC)N1CCSCC1 (stereo not drawn)	95	96	-1	97	-1	2	92	99
Cc1c(C(=O)NC(C)C)c(-c2ccccc2)nn1-c1ccccc1	102	87	-4	84	0	5	77	93
COC(=O)c1ccc(C(=O)N2CCCC(Nc3ccc(C(C)C)cc3)C2)nc1 (stereo not drawn)	99	104	-9	102	2	-1	116	104

Continued:
Structure	RPL19A-GFP yeast	CIT2 TOR yeast	procasp7 counter	MEP2-GFP yeast	AHR activator	procasp3 activ	LAP4-GFP MLPCN	AGP1 TOR yeast
O=C(Nc1ccc(NC(=O)c2ccco2)c(Cl)c1)c1cccc([N+](=O)[O-])c1	90	.	0	95	3	4	92	93
O=c1sc2ccccc2c(N2CCCC2)c1[N+](=O)[O-]	101	106	7	100	0	-2	110	108
Cc1cc(SCC(=O)Nc2ccc(O)cc2)n2ncc(-c3ccccc3)c2n1	99	103	8	97	10	4	105	112
COc1ccc(C(CNC(=O)c2c(C)nn(Cc3ccccc3)c2Cl)N2CCOCC2)cc1 (stereo not drawn)	100	94	7	99	-1	10	106	102
CC(C)c1nc(SCC(=O)N2CC(=O)Nc3ccccc32)c2ccccc2n1	94	90	4	94	2	4	93	100
COc1c(Cl)cc(C(=O)Nc2ccc(Cl)cn2)cc1Cl	103	119	-4	106	67*	0	102	107
COc1ccc(C(=O)NNC(=O)C(C)NC(=O)c2ccccc2NC(=O)c2ccco2)cc1 (stereo not drawn)	103	100	-9	107	-1	12	105	106
COc1ccc(NC(=O)Nc2ccc(N(C)C)cc2)cc1	98	102	-24	91	6	-12	94	102

(next part)
Structure	RPL19A-GFP yeast	CIT2 TOR yeast	procasp7 counter	MEP2-GFP yeast	AHR activator	procasp3 activ	LAP4-GFP MLPCN	AGP1 TOR yeast
Cc1c(C(=O)O)sc(S(=O)(=O)N2CCN(C(=O)Cc3ccc(F)cc3)CC2)c1C(=O)O	94	93	1	96	0	-2	91	100
Cc1ccc(NC(=O)NCc2ccncc2)cc1Cl	105	103	-4	99	31	1	94	98
CCOC(=O)C1CCCN(c2nc3ccccc3nc2C(C#N)C(=O)OC(C)C)C1 (stereo not drawn)	105	105	7	100	0	-1	96	102
CCN(CC(=O)NCc1ccc(F)cc1)C(=O)CN1CCN(c2cc(Cl)ccc2C)CC1	100	103	7	100	1	7	92	100
COc1ccc(-n2c(C)cc(C(=O)CCl)c2C)cc1	106	96	-7	124	-2	-5	103	124
Cc1c(C(=O)NCc2ccc(F)cc2)oc2ccc(S(=O)(=O)N3CCOCC3)cc12	97	98	4	101	-2	4	99	101
C/C(=N\NC(=O)c1ccccc1C)c1ccc(N2CCOCC2)cc1	99	99	-1	98	12	-6	97	100
Nc1c(Cl)ncnc1N1CCOCC1	101	105	12	95	2	0	93	100

The results go on.
Structure	RPL19A-GFP yeast	CIT2 TOR yeast	procasp7 counter	MEP2-GFP yeast	AHR activator	procasp3 activ	LAP4-GFP MLPCN	AGP1 TOR yeast
COC(=O)C(C)Sc1nnc(Cc2cc(=O)[nH]c(=O)[nH]2)n1-c1cc(C)ccc1C (stereo not drawn)	95	100	8	109	4	18	101	98
Cc1ccc(S(=O)(=O)Nc2c(C)n(C)n(-c3ccccc3)c2=O)cc1C(=O)NCc1ccccc1	95	91	0	98	0	3	106	95
Cc1ccc(OCCCC(=O)NC(C)c2ccccc2)cc1 (stereo not drawn)	98	99	9	102	2	3	97	107
O=S(=O)(CC(O)CS(=O)(=O)c1ccc(Cl)cc1)c1ccccc1 (stereo not drawn)	97	98	7	97	-1	-7	114	109
COc1cc(NC(=O)COC(=O)CO/N=C(\C)c2ccc3c(c2)OCO3)cc(OC)c1OC	94	97	-5	102	4	-4	102	103
COc1ccc(OC)c(NC(=O)CS(=O)(=O)c2ccccc2)c1	97	104	1	104	3	-6	106	107
O=C(OCC(=O)C12CC3CC(CC(C3)C1)C2)c1ccccc1O	99	105	10	100	0	-5	97	99
Cc1cc(NCc2ccccn2)n2ncc(-c3ccccc3)c2n1	97	86	2	96	74*	-7	108	96

Next entries follow.
Structure	RPL19A-GFP yeast	CIT2 TOR yeast	procasp7 counter	MEP2-GFP yeast	AHR activator	procasp3 activ	LAP4-GFP MLPCN	AGP1 TOR yeast
Cc1ccc(N(CC(=O)NCc2ccccc2Cl)S(=O)(=O)c2cccs2)cc1	100	104	-3	103	1	-2	95	102
CC1CC(C)CN(S(=O)(=O)c2ccc3c(c2)n(C)c(=O)c(=O)n3C)C1 (stereo not drawn)	108	98	1	105	1	4	111	109
COc1ccc(Cl)cc1NC(=O)CN(C)CC(=O)Nc1ccc(Br)cc1	102	112	4	103	2	5	107	114
CCC(=O)c1ccc2c(c1)N(CCCN(C)C)c1ccccc1S2	100	88	5	94	-1	1	104	91
O=C(COC(=O)c1ccccc1SCC(=O)N1CCCC1)Nc1ccccc1OC(F)F	96	90	5	96	9	-4	122	114
COc1ccc(Cn2cccc(NC(=O)Nc3ccc(F)cc3)c2=O)cc1	97	84	-7	111	5	3	122	97
CCN(CC)c1ccc2oc(=O)c(C)nc2c1	98	100	40*	105	1	20	100	105
COC(=O)c1ccc(Cl)c(NC(=O)CN2CCOCC2)c1	96	105	4	100	0	-9	94	94

2 entries drawn at random from the list so far:
Structure	RPL19A-GFP yeast	CIT2 TOR yeast	procasp7 counter	MEP2-GFP yeast	AHR activator	procasp3 activ	LAP4-GFP MLPCN	AGP1 TOR yeast
CC1CC(C)CN(S(=O)(=O)c2ccc3c(c2)n(C)c(=O)c(=O)n3C)C1 (stereo not drawn)	108	98	1	105	1	4	111	109
COc1ccc(Cl)cc1NC(=O)CN(C)CC(=O)Nc1ccc(Br)cc1	102	112	4	103	2	5	107	114

Next compounds:
Structure	RPL19A-GFP yeast	CIT2 TOR yeast	procasp7 counter	MEP2-GFP yeast	AHR activator	procasp3 activ	LAP4-GFP MLPCN	AGP1 TOR yeast
COc1ccc(OC)c(-n2c(SCC(=O)Nc3cc(C)on3)nnc2-c2c[nH]c3ccccc23)c1	100	95	-1	101	7	2	105	94
O=C(COC(=O)/C=C/c1ccc(F)cc1)NCC1CCCO1 (stereo not drawn)	109	103	3	103	3	7	105	105
COc1ccccc1CN1CC(C(=O)NCCc2cn[nH]c2)CCC1=O (stereo not drawn)	95[may fluoresce green]	101[may fluoresce green]	8	102[may fluoresce green]	2	-3	103[may fluoresce green]	101[may fluoresce green]
Cc1nc(N[C@@H](Cc2ccccc2)C(=O)O)c2oc3ccccc3c2n1	95	91	-3	98	2	-4	92	93
CCOC(=O)C1=C(c2ccccc2)NC(=S)NC1C (stereo not drawn)	101	102	-16	91	-8	-4	102	101
CCOC(=O)c1c(-c2ccccc2)oc2ccc(O)c(CN3CCN(C)CC3)c12	97	95	0	95	6	3	96	96
CCOC(=O)c1cc(C#N)c(N)nc1C	103	107	-4	103	-3	-3	101	102
Cc1c(C(=O)NCc2ccccc2CN2CCCC2)oc2c(F)cccc12	98	93	8	97	80*	-1	100	105
Cc1cc(CNC(=O)CC2C(=O)NCCN2CC(C)(C)C)nn1C (stereo not drawn)	107	109	3	116	0	7	94	101
COCCNC(=O)/C(C#N)=C/c1cc(Br)c(O)c(OC)c1	97	95	-11	96	0	-10	93	94

Source: PubChem BioAssay (several laboratories)
